# Compound activity deposited in PubChem by NCI.
# Growth percent in the NCI-60 one-dose screen (48 h, 10 µM unless noted): 100 = growth as untreated, 0 = no growth, -100 = all killed.
# MCF7 = MCF7 breast cancer; AID 1794796; hit rate 6.3% among 82,000
# LOX IMVI = LOX IMVI melanoma | hit rate 7.4% among 79,000
# BT-549 = BT-549 breast cancer; hit rate 4.4% among 78,000
# MDA-MB-231 = MDA-MB-231 breast cancer. hit rate 5% among 81,000. AID 1794789
# MDA-MB-468 = MDA-MB-468 breast cancer | hit rate 8.5% among 78,000 | AID 2202374
# K-562 = K-562 leukemia. hit rate 7.4% among 78,000
# T-47D = T-47D breast cancer. hit rate 5% among 79,000. AID 1794792
# HS 578T = HS 578T breast cancer; hit rate 4.1% among 78,000
# Numbers without * were called inactive; . = no result given; & = joins results of further samples. Rule for the calls: active = growth percent below 10; inactive = the rest.
nr	SMILES	MCF7	LOX IMVI	BT-549	MDA-MB-231
1	CO/N=C(/C)c1ccc(NC(=O)CSc2nnc(-c3cnccn3)n2-c2ccccc2)cc1	82.1	96.4	73.5	89.5
2	Clc1ccc(C2=NN(c3ccccc3)C(c3sc(Cl)nc3Cl)C2)cc1 (stereo not drawn)	86.8	101.3	104.1	94.8
3	C=CC(=O)Nc1ccc(C(=O)/C=C/c2ccc(N(C)CCF)cc2)c(O)c1	-19.5*	-81.0*	-65.0*	17.0
4	CC(C)(C)NCCC(O)c1cc(C(F)(F)F)nc2c(C(F)(F)F)cccc12 (stereo not drawn)	92.6	1.8*	86.5	55.1
5	CCOC(=O)C(C#N)C(=N)C1CC(C)(C)OC1=O (stereo not drawn)	99.7	98.1	110.7	119.6
6	COc1ccccc1NC(=O)N1CCN(C)CC1	101.7	101.1	111.5	93.4
7	COC(=O)/C=C/c1ccccc1[N+](=O)[O-]	90.5	117.0	137.6	113.6
8	O=C(CN1C=NC2C(N3CCOCC3)=NC=NC21)c1ccc(Br)cc1 (stereo not drawn)	99.1	97.3	103.0	104.7
9	Cc1ccc(N=C=C(c2ccccc2)c2ccccc2)cc1	68.5	5.0*	91.9	83.3
10	CCC(OC(C)=O)c1ccc2c(c1)OCO2 (stereo not drawn)	96.6	97.4	107.5	90.0
11	Oc1cccc(O)c1O	95.4	90.1	86.4	101.3
12	CC1(C)CC2C3=CCC4[C@@]5(C)CCC(=O)C(C)(C)C5CC[C@@]4(C)[C@]3(C)CC[C@@]2(C(=O)O)[C@H](O)C1 (stereo partly drawn)	96.2	96.1	111.5	95.5
13	FC(F)(F)c1ccc(Cn2cc(CSc3nc4ccccc4o3)nn2)cc1	86.6	96.9	101.6	121.1
14	C/C(N)=C(\C#N)C(=O)c1ccccc1	96.6	99.8	112.6	120.6
15	CCN(CC)CCCNc1cc(OC)c(OC)c2cccnc12	31.4	34.2	81.2	74.2

nr	MDA-MB-468	K-562	T-47D	HS 578T
1	77.2	72.1	53.3	87.3
2	88.5	94.8	89.1	101.5
3	-73.6*	9.8*	5.9*	19.7
4	70.9	64.5	86.8	65.5
5	107.9	104.7	106.4	.
6	115.9	92.3	106.4	97.8
7	108.4	98.2	106.2	117.3
8	99.0	106.3	100.7	101.9
9	69.1	8.4*	85.7	91.1
10	94.1	103.2	.	101.6
11	100.6	81.5	110.9	91.8
12	100.0	77.4	80.5	91.9
13	104.9	96.6	92.6	109.6
14	97.7	109.5	94.1	111.4
15	90.5	66.2	33.8	74.3

# The closing 2 records of the section above lead into the next.
nr	SMILES	MCF7	LOX IMVI	BT-549	MDA-MB-231
14	C/C(N)=C(\C#N)C(=O)c1ccccc1	96.6	99.8	112.6	120.6
15	CCN(CC)CCCNc1cc(OC)c(OC)c2cccnc12	31.4	34.2	81.2	74.2
16	O=C(O)CCCl	97.5	104.3	113.4	125.2
17	COc1cc2oc(-c3cccc(N)c3)cc(=O)c2c(OC)c1OC	96.3	110.7	116.4	100.2
18	c1ccc2c(-c3nonc3-c3c[nH]c4ccccc34)c[nH]c2c1	70.4	75.6	88.3	81.8
19	CCNCCNc1cc(-c2ccc(F)cc2)c(C#N)c2nc3ccccc3n12	35.4	-77.4*	70.9	17.9
20	CN(C)C(C)(C)CC(C)(C)C	101.0	100.4	.	101.2
21	O=[N+]([O-])c1cccc(N=Cc2ccc3c(c2)OCO3)c1	102.6	91.4	.	130.0
22	CC(=O)c1c(O)cc2c3c1OC(C)(C)C1CCC(C)(CC31)O2 (stereo not drawn)	118.7	97.9	90.8	106.3
23	Cc1ccc(-c2nn(-c3ccccc3)cc2C2CC(c3cc4ccccc4oc3=O)=NN2c2ccccc2)cc1 (stereo not drawn)	71.1	100.9	111.3	90.6
24	NC(=O)C(O)(C(F)(F)F)C(F)(F)F	105.1	97.2	113.0	114.5
25	NC(=S)N/N=C(/c1ccccc1)c1ccc2nc(-c3ccc(O)cc3)[nH]c2c1	75.9	85.4	66.6	86.3
26	O=c1cc(Cl)nc2ccccn12	91.4	103.4	106.7	120.5
27	COC(=O)Cc1nc2ccccc2o1	71.6	63.1	88.8	61.5
28	O=[N+]([O-])c1ccc(-c2nnc(SCc3ccc(O)c4ncccc34)o2)cc1	7.0*	25.0	27.4	38.1
29	CCC(C(N)=O)C(N)=O	98.5	101.9	128.6	108.3
30	O=C(Nc1ccc(Cl)cc1)Nc1nc2ccc(OC(F)(F)F)cc2o1	76.6	103.1	146.4	109.0

nr	MDA-MB-468	K-562	T-47D	HS 578T
14	97.7	109.5	94.1	111.4
15	90.5	66.2	33.8	74.3
16	94.6	111.1	109.8	96.4
17	99.9	106.6	97.8	115.2
18	84.9	51.5	49.4	84.9
19	-8.3*	-19.1*	21.3	64.2
20	115.8	96.5	104.4	103.6
21	103.1	100.0	102.9	116.2
22	85.9	90.1	66.4	114.8
23	88.6	102.7	106.2	102.0
24	107.3	109.8	107.6	113.1
25	83.1	50.1	77.5	101.3
26	106.6	109.9	103.5	104.5
27	78.7	66.6	95.2	92.9
28	16.2	17.6	9.7*	2.1*
29	115.4	93.0	104.4	105.8
30	89.0	60.7	41.1	143.1

# Next part.
nr	SMILES	MCF7	LOX IMVI	BT-549	MDA-MB-231
31	CC(=O)Nc1nc(C(=O)N2N=C(C)/C(=C/c3ccc(Cl)cc3)C2=O)cs1	94.4	100.5	97.4	109.8
32	C[N+]1(CCCCCNC2=CC(=O)C(NCCCCC[N+]3(C)CCCCC3)=CC2=O)CCCCC1	105.4	98.9	110.8	118.8
33	Cn1nc(N)c(C(=O)NN)c1Nc1ccccc1	87.2	102.7	112.9	103.8
34	COc1cc(-c2cc(/C=C/C(=O)c3ccc(Cl)c(Cl)c3)[nH]n2)cc(OC)c1OC	19.3	29.6	71.0	62.3
35	CCCCCCCSc1nc(N)nc2nc[nH]c12	89.3	97.2	.	105.3
36	CCCCCCCCN(CCCCCCCC)CCCCCCCCCN1CCCc2ccccc21	95.1	92.5	108.4	86.7
37	CSc1nsc(NN)n1	93.2	89.1	107.6	94.3
38	CCOP(=O)(OCC)c1nc(-c2ccccc2)oc1N1CCOCC1	91.5	99.2	109.9	102.6
39	O=C1c2ccccc2C(=O)c2cc(Cn3cc[n+](Cc4ccc5ccccc5c4)c3)ccc21	59.2	94.9	60.1	81.4
40	COc1c(F)cc(-n2c(C(=O)N3CC(F)C3)cc3cccnc32)cc1F	104.7	84.2	97.2	96.5
41	Cc1ccc(S(=O)(=O)Oc2ccc(-c3ccc4sccc4c3)cc2)cc1	90.7	98.3	98.0	100.1
42	Cc1nn(-c2ccccc2)c(N2CCOCC2)c1-c1nc2ccccc2[nH]1	100.8	95.8	95.1	91.6
43	COc1cc(/C=N/c2oc(-c3ccccc3)c(-c3ccccc3)c2C#N)cc(CN2CCN(C)CC2)c1O	96.3	95.0	107.7	108.0
44	Cc1cc(NS(=O)(=O)c2ccc(N)cc2)sn1	93.4	95.7	97.6	101.5
45	CC(=O)Nc1ccc(Nc2ccc(NCCO)c3c2C(=O)c2c(O)ccc(O)c2C3=O)cc1	75.0	85.3	92.2	61.5

nr	MDA-MB-468	K-562	T-47D	HS 578T
31	102.9	106.2	95.6	114.1
32	102.3	92.1	107.1	110.5
33	94.9	116.1	93.2	101.3
34	7.2*	31.9	37.0	90.1
35	87.7	101.1	77.4	112.0
36	96.5	96.1	80.4	102.9
37	83.5	90.8	92.6	97.6
38	102.6	99.4	108.7	97.4
39	-32.2*	32.5	70.1	92.6
40	98.4	95.5	89.5	105.1
41	78.1	91.2	82.4	99.7
42	70.9	92.8	87.9	.
43	99.0	102.8	95.4	100.6
44	128.6	105.0	98.8	104.4
45	84.7	105.0	76.1	.

# The results go on:
nr	SMILES	MCF7	LOX IMVI	BT-549	MDA-MB-231
46	Cc1cc2nc3c4ccccc4n(CCN4C(=O)c5ccccc5C4=O)c3nc2cc1C	55.2	79.4	104.9	62.2
47	CCCSCCC(C)(N)C(=O)O (stereo not drawn)	103.6	111.7	110.4	105.6
48	C/C(=C(/C)C1CC1CCNS(=O)(=O)c1ccc(C)cc1)C1CCCCC1 (stereo not drawn)	80.1	99.9	101.3	85.5
49	CCN1C(=O)N(CC)C2NN3C(=O)C4(SC3=NC21)C(c1ccc(Cl)cc1Cl)CN(C)C41C(=O)Nc2ccccc21 (stereo not drawn)	86.5	90.3	118.4	89.0
50	CN(C)C(C(N)=O)c1ccccc1 (stereo not drawn)	83.3	96.0	92.5	106.3
51	NS(=O)(=O)c1ccc(NC(=O)N=Nc2c(O)n(Cc3ccc(F)cc3)c3ccccc23)cc1	87.4	38.4	90.9	74.7
52	CCOC(=O)c1nn(C)c(=S)n(C)c1=O	100.0	105.8	106.1	101.3
53	O=C(O)c1cn(C2CC2)c2cc(N3CCN(Cn4nc(-c5ccccn5)oc4=S)CC3)c(F)cc2c1=O	95.3	99.9	92.5	107.3
54	N/C(=N\OC(=O)c1ccccc1)C(Cc1ccccc1)C(=O)NOC(=O)c1ccccc1 (stereo not drawn)	51.3	-81.2*	26.4	70.7
55	COc1ccc(C2Cc3ncccc3-c3nc(N)c4cccnc4c32)c(OC)c1OC (stereo not drawn)	102.7	93.2	98.2	84.6
56	Cc1ccc(S(=O)(=O)n2cc(C3C(Cl)C(=O)N3c3ccc(N4CCOCC4=O)cc3)c3ccccc32)cc1 (stereo not drawn)	20.8	34.2	48.3	16.5
57	Cc1ccc(C)c(S(=O)(=O)c2ccccc2)c1	95.3&118.2	96.8&104.4	99.6&104.4	107.5&110.3
58	Cc1ccc2nc3nc4no[nH]c4nc3c2c1Br	78.9	.	103.6	81.3
59	Cn1c(=O)c2c(ncn2CCC(=O)Nc2ccccc2)n(C)c1=O	99.6	93.0	89.7	100.3
60	Fc1ccccc1-c1nc(-c2nc3ccc(Cl)cc3[nH]2)c2ccccn12	50.7	81.0	77.1	72.7

nr	MDA-MB-468	K-562	T-47D	HS 578T
46	86.0	89.6	55.4	82.8
47	110.1	110.3	103.6	127.9
48	75.5	76.2	55.6	96.2
49	101.2	89.3	83.9	84.8
50	115.2	100.3	108.0	97.2
51	88.2	32.1	72.4	104.0
52	103.3	100.9	96.7	104.2
53	106.5	97.3	.	98.8
54	66.1	-6.9*	76.1	-14.5*
55	105.3	110.0	72.0	103.4
56	67.6	22.5	51.0	41.8
57	94.2&97.3	97.7&121.5	100.8&105.8	94.6&122.3
58	83.4	92.3	85.8	98.2
59	109.8	112.3	89.1	98.5
60	80.8	75.0	57.6	96.1

# (more compounds)
nr	SMILES	MCF7	LOX IMVI	BT-549	MDA-MB-231
61	CCn1c(SCC(=O)NNC(=S)Nc2ccc(F)cc2)nc2c1c(=O)n(C)c(=O)n2C	100.5	93.9	100.6	97.2
62	COc1ccc(-n2c(=S)sc3c(=O)[nH]c(C)nc32)c(OC)c1	101.0	104.9	101.7	101.7
63	CN1C(=O)N(C)C2(c3ccccc3)N(CC(=O)NCCc3ccccc3)C(=O)NC12c1ccccc1 (stereo not drawn)	97.6	99.5	103.9	97.3
64	CCn1cc(-c2ccnc(NCCNS(=O)(=O)c3ccc(Cl)cc3)c2)c(-c2cccc(O)c2)n1	.	103.0	112.2	116.1
65	COc1cc(O)c(C(=O)c2ccccc2)cc1S(=O)(=O)O	104.6	104.5	121.7	106.6
66	CCN(CC)C(=O)COc1ccc(C=C2C(=O)N(C)C(=O)N(C)C2=O)cc1	101.8	98.4	116.5	109.7
67	CN(C)CCOC(=O)Nc1nc2ccc(C(=O)c3ccccc3)cc2[nH]1	77.4	99.8	98.6	97.3
68	Cc1ccc(-c2n[nH]c(=O)c3c2sc2ncc(-c4ccc(Br)cc4)n23)cc1	84.9	91.5	99.9	99.4
69	CCc1c(C(=O)N[C@@H](C(=O)OCc2ccccc2)C(C)O)[nH]c2ccc(Cl)cc12 (stereo partly drawn)	65.6	81.1	90.8	61.3
70	O=C(N=C(c1ccccc1)c1ccccc1)c1cccc(C(=O)N=C(c2ccccc2)c2ccccc2)c1	104.0	100.8	101.6	117.2
71	Cc1cc(-c2ccccc2)cc(SC#N)[n+]1[O-]	23.0	29.7	52.2	52.7
72	COc1ccc(C(C)=C(c2ccc(OCCN3CCCCCC3)cc2)c2ccc(OCCN3CCCCCC3)cc2)cc1	-72.4*	-84.0*	13.2	-60.5*
73	C#CCNC(=O)[C@@]1(C)CC[C@]2(C)CC[C@]3(C)C(=CC[C@@H]4[C@@]5(C)Cc6c([nH]c7ccccc67)C(C)(C)[C@@H]5CC[C@]43C)[C@H]2C1	77.0	88.6	97.5	87.9
74	Fc1ccc(-c2ncnc3c2ncn3CC#CCn2cnc3c(-c4ccc(F)cc4)ncnc32)cc1	98.2	98.9	102.2	90.2
75	OCCCc1n(Cc2ccc3ccccc3n2)c2ccccc2[n+]1Cc1ccc2ccccc2n1	84.1	82.8	93.7	94.8

nr	MDA-MB-468	K-562	T-47D	HS 578T
61	101.5	87.5	94.7	94.8
62	103.6	85.5	90.4	82.5
63	110.0	107.7	100.7	102.2
64	96.4	63.7	73.9	95.9
65	104.2	108.1	105.2	98.2
66	103.7	97.8	106.3	103.1
67	87.5	.	97.2	98.1
68	112.4	90.4	92.5	106.3
69	79.1	104.4	47.5	40.6
70	.	98.7	103.4	108.0
71	34.8	16.0	46.2	80.1
72	-69.5*	-32.5*	-32.2*	-52.1*
73	84.8	92.9	86.2	110.9
74	102.7	106.5	90.6	100.0
75	37.4	61.5	68.9	109.9

# Profiles, quoted from the list. Screens in order: MCF7, LOX IMVI, BT-549, MDA-MB-231, MDA-MB-468, K-562, T-47D, HS 578T
# `O=C(N=C(c1ccccc1)c1ccccc1)c1cccc(C(=O)N=C(c2ccccc2)c2ccccc2)c1` across the screens: 104.0, 100.8, 101.6, 117.2, ., 98.7, 103.4, 108.0
# `COc1ccc(-n2c(=S)sc3c(=O)[nH]c(C)nc32)c(OC)c1` across the screens: 101.0, 104.9, 101.7, 101.7, 103.6, 85.5, 90.4, 82.5
